High-throughput results: PubChem BioAssay, National Center for Advancing Translational Sciences (NCATS)
ELG1 DNA repair – qHTS screen for small molecules that inhibit ELG1-dependent DNA repair in human embryonic kidney (HEK293T) cells expressing luciferase-tagged ELG1. Potency, µM (top dose mostly 46.1 µM), for inactives: top-dose activity change, negative = inhibition, usual class: inhibitors. 2.3% of 330,000 active. HEK293T ELG1-luciferase reporter, luminescence, 16 h; DNA damage induced by 5-fluorouridine; further: potency means the concentration at half of the fitted maximal effect; on the % scale 0 is the no-effect control and ±100 the full control effect; nearly all actives have a fitted effect of over 55% in size
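Reporter activity after DNA damage by 5-fluorouridine is monitored. Compound-treated cells incubate 16 hr at 37 °C, then ONE-Glo is added for 30 min before luminescence reading.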
RORg inh – qHTS for inhibitors of ROR gamma transcriptional activity | Potency, µM (series often up to 53.6 µM), for inactives: at the highest dose activity change, negative = inhibition, hits mostly inhibitors | Drosophila S2 Gal4-RORgamma UAS-luciferase reporter, 20 h | 5.4% of 310,000 active | Nuclear receptor ROR-gamma (Mus musculus), P51450; further: potency means the concentration at half of the fitted maximal effect; on the % scale 0 is the no-effect control and ±100 the full control effect; nearly all actives have a fitted effect of over 60% in size
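Stable Schneider cell line, Gal4 DNA-binding domain fused to ROR gamma, UAS-luciferase. Cmpd 1 hr RT → CuSO4 700 uM final → 20 hr RT → luciferase reagent 10 min → luminescence.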
Mito fusion yeast – qHTS Assay for Small Molecule Inhibitors of Mitochondrial Division or Activators of Mitochondrial Fusion; AID 485298, 2010; S. cerevisiae fusion-defective mutant growth rescue, CellTiterGlo 48 h; 0.23% of 320,000 active; Potency, µM (series often up to 46.1 µM), inactives show at the highest dose growth rescue (activation), usual class: activators;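 further: potency means the concentration at half of the fitted maximal effect; % of control where 0% means no effect; nearly all actives have a fitted effect of over 45% in size; temperature-sensitive fusion mutants such as fzo1-1 at 37 °C on non-fermentable ethanol glycerol medium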
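Read-out: ATP-based luminescence (CellTiterGlo, 10 min ambient) reporting growth of fusion-defective ts yeast after 48 hours at 37C on glycerol/ethanol YPEG medium in the presence of compound.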
VP16 counter – VP16 counterscreen qHTS for inhibitors of ROR gamma transcriptional activity. Drosophila S2 Gal4-VP16 UAS-luciferase, luminescence, 20 h. Potency, µM (doses to about 53.6 µM), for the others: at the highest dose activity, negative = inhibition, most hits filed as inhibitors. 3.5% of 310,000 active. AID 2546, 2010;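 further: Gal4-VP16 expression switched on by copper sulfate through the metallothionein promoter; potency means the concentration at half of the fitted maximal effect; on the % scale 0 is the no-effect control and ±100 the full control effect; nearly all actives have a fitted effect of over 50% in size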
NPC1 prom act – qHTS Assay for NPC1 Promoter Activators; Huh7 NPC1 promoter luciferase reporter, 24 h; Potency, µM (highest dose often 9.22 µM), for inactives: at the top dose activation, most hits filed as activators; 2.4% of 320,000 active; AID 485313, 2010;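 further: potency means the concentration at half of the fitted maximal effect; % of control where 0% means no effect; nearly all actives have a fitted effect of over 60% in size; reporter is driven by a mutant NPC1 promoter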
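Cells: Huh7 expressing luciferase under the NPC1 promoter, 1500/well. Seeded 2 h, compound added, incubated 24 h at 37 °C. Luciferase reagent, 10 min ambient, then luminescence.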
MBNL1-CUG inh – qHTS Assay for Inhibitors of MBNL1-poly(CUG) RNA binding; Muscleblind-like protein 1 (Homo sapiens), Q9NR56; TR-FRET MBNL1-His/biotin-(CUG)12 binding, 665/545 ratio; Potency, µM (top dose mostly 57.5 µM), without a hit: at the highest dose activity change, negative = inhibition, actives largely listed as inhibitors; 0.036% of 280,000 active; active means well fitted inhibition curve with a large enough effect in the signal ratio, with a control signal flat, not every such curve was filed as active; inconclusive means small, poorly fitted or top-dose-only effect, or effect the other way, or a change in a side signal; inactive means no such curve, though single readings can be large or run the other way; the % refers to the signal ratio; further: potency means the concentration at half of the fitted maximal effect; on the % scale 0 is the no-effect control and ±100 the full control effect
Target sequence (Q9NR56 whole entry, looked up): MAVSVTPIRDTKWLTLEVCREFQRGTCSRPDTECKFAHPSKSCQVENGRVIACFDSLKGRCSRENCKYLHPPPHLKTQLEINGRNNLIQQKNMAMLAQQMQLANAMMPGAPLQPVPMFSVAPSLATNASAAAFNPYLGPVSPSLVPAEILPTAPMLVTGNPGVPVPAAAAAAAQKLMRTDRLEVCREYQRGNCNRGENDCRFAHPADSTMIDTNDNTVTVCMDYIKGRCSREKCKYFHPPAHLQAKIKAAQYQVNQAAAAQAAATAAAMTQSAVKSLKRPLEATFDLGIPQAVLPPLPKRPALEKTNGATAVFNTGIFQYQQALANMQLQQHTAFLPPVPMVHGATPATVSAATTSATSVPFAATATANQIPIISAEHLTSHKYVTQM
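Ratiometric TR-FRET (665 over 545 nm, excitation 340 nm) tracks disruption of MBNL1-His/biotin-(CUG)12 complex after 60 min at room temperature, with compounds at 92 nM to 58 uM final.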
FLuc counter – qHTS profiling assay for firefly luciferase inhibitor/activator using purifed enzyme and Km concentrations of substrates (counterscreen for miR-21 project); AID 588342, 2011; purified FLuc, Km substrates, luminescence inhibition; 6.9% of 360,000 active; Potency, µM (top dose mostly 57.5 µM), for the others: top-dose activity change, negative = inhibition, hits mostly inhibitors;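 further: potency means the concentration at half of the fitted maximal effect; plate controls were vehicle for no effect and reference inhibitor for full effect; nearly all actives have a fitted effect of over 55% in size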
Target sequence (P08659 whole entry, looked up): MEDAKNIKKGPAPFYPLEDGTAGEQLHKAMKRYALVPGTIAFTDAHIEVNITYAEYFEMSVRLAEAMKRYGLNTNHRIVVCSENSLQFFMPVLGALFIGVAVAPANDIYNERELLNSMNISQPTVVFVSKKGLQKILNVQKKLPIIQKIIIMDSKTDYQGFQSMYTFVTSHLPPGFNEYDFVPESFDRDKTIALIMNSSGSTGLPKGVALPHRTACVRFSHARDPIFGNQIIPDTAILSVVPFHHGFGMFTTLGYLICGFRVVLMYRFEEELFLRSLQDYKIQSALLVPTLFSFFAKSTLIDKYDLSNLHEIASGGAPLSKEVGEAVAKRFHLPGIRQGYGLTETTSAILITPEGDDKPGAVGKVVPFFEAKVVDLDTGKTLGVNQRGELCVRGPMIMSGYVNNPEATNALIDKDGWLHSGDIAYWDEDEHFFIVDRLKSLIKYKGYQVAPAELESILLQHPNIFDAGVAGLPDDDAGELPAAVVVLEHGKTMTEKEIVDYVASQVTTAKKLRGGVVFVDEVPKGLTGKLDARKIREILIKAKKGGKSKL
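Purified P. pyralis luciferase (10nM final) with 10uM D-luciferin and 10uM ATP (Km levels) in 50mM Tris acetate pH 7.5, 10mM Mg acetate, 0.01% Tween-20, 0.05% BSA; qHTS 6-point titration, ~60 µM downward; luminescence read.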
Rab9 promoter act – qHTS Assay for Rab9 Promoter Activators; Potency, µM (series often up to 9.22 µM), for the others: top-dose activation, negative = inhibition, actives largely listed as activators; 2.8% of 320,000 active; Huh7 Rab9 promoter-luciferase reporter, luminescence, 24 h; further: potency means the concentration at half of the fitted maximal effect; % of control where 0% means no effect; nearly all actives have a fitted effect of over 60% in size
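Cells were plated at 1500 per well in reduced-serum medium with 10% FBS and left 2 h. Compound in DMSO was then added for 24 h at 37 °C. Reporter signal was read by luminescence after 10 min with luciferase detection reagent.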
PKM2 activator – qHTS Assay for Activators of Human Muscle isoform 2 Pyruvate Kinase; Pyruvate kinase PKM (Homo sapiens), P14618; purified PKM2, Kinase-Glo ATP luminescence, activation; response scale: 0% is enzyme alone, no compound; Potency, µM (doses to about 57.5 µM), inactives show at the highest dose activation, most hits filed as activators; 0.34% of 260,000 active; AID 1631, 2009; further: potency means the concentration at half of the fitted maximal effect; on the % scale 0 is the no-effect control and ±100 the full control effect; nearly all actives have a fitted effect of over 55% in size
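Purified hPK-M2 (>95%) run at intermediate activity with 0.1 mM ADP and 0.5 mM PEP in 50 mM imidazole pH 7.2, KCl, MgCl2; 1 h room temperature. ATP formed read by Kinase-Glo luminescence; normalized to uninhibited and no-enzyme controls.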
Menin MLL FP TR – qHTS Assay for Inhibitors Targeting the Menin-MLL Interaction in MLL Related Leukemias: Competition With Texas Red Labeled MLL-derived Mutant Peptide | AID 1768, 2009 | Potency, µM (doses to about 61.6 µM), inactives show at the highest dose FP activity change, negative = inhibition, most hits filed as inhibitors | 0.23% of 270,000 active | Menin + Texas Red MLL mutant peptide, fluorescence polarization; active means well fitted inhibition curve with a large enough effect in the polarisation, with a control signal flat, not every such curve was filed as active; inconclusive means small, poorly fitted or top-dose-only effect, or effect the other way, or a change in a side signal; inactive means no such curve, though single readings can be large or run the other way; the % refers to the polarisation; further: potency means the concentration at half of the fitted maximal effect; % of control where 0% means no effect; many of its hits are not listed in these tables
KCNH2 3.1 inh – qHTS for Inhibitors of KCHN2 3.1: Mutant qHTS. AID 720553, 2013. 0.95% of 340,000 active. U2OS KCNH2 3.1, thallium flux FluxOr; stronger effect = lower value. Potassium voltage-gated channel subfamily H member 2, brain isoform KCNH2 3.1 (human). activity change, % (tested at about 1.8 µM);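 active means maximum activity change below -70%; inconclusive means maximum activity change from -70% to -50%; inactive means maximum activity change above -50%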;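 further: thallium influx rate constant from kinetic fluorescence after stimulation buffer; on the % scale 0 is the no-effect control and ±100 the full control effect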
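Channel expression came from 3.1 mutant virus (1.77 x 10^8 /mL) applied to suspended U2OS cells for 4 h. Flux was tracked with FluxOr dye plus Red40 quencher, and kinetic rate constants normalized to controls.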
The depositor's hits bear a star; ? = inconclusive; nt = no result given; [ ] = remark or other dose. Unless noted, the call rests on the fitted dose curve; in most records, active means well fitted curve in the direction sought with a large enough effect; inconclusive means small, poorly fitted or top-dose-only effect, or another doubt; inactive means no such curve, though single readings can be large; an effect the other way counts as inactive or inconclusive. The list is partial; rates above refer to the full screens.

SMILES | ELG1 DNA repair | RORg inh | Mito fusion yeast | VP16 counter | NPC1 prom act | MBNL1-CUG inh | FLuc counter | Rab9 promoter act | PKM2 activator | Menin MLL FP TR | KCNH2 3.1 inh
COc1ccc(/C=C/c2nc3ccccc3c(=O)n2-c2cccc(C(=O)O)c2)cc1 | 22.7% | 4.8% | 4.2% | -1.7% | -4.5% | ? | ? | -0.5% | nt | ? | -3.2
C/C(=N\N=c1/sc2ccccc2n1C)c1ccc(N2CCOCC2)cc1 | ? | 15.4% | 5.5% | -6.0% | -2.3% | 3.8% | 2.39µM* | 21.0% | 0.0% | ? | -12.9
CN(C)S(=O)(=O)c1ccc(Cl)c(NC(=O)CN2CCN(c3ccccn3)CC2)c1 | -5.3% | ? | -4.1% | -4.4% | -3.7% | -1.4% | -0.9% | -6.8% | nt | ? | -13.4
C=C(c1ccc(O)cc1)c1ccc(O)cc1 | 6.6% | 26.0% | -4.3% | ? | 1.5% | -3.7% | -10.4% | -8.1% | 7.4% | -6.6% | 14.9
C=C1SC(Nc2c(C)cc(C)cc2C)=NC12CCCCC2 | 23.1µM* | ? | -2.1% | 0.631µM* | -3.9% | nt | -4.0% | -3.5% | -6.5% | nt | -4.6
COc1cc(C2C(C#N)=C(N)Oc3n[nH]c(C)c32)ccc1OC(=O)c1ccccc1 (centres undefined) | -0.6% | 4.2% | -2.0% | -1.6% | -3.5% | -2.4% | -0.1% | -3.5% | 0.7% | 1.8% | -1.8
COCCOC1CCN(C(=O)c2cc(COc3ccc(-n4cncn4)cc3)on2)CC1 | -3.7% | 1.7% | -2.0% | 3.1% | -0.8% | -3.7% | 6.0% | 3.8% | -2.8% | nt | -1.6
O=C(COc1ccccc1C(=O)c1cnn(-c2ccccc2)c1)Nc1ccccc1 | ? | ? | 18.4% | -20.5% | 26.4% | -3.2% | 1.51µM* | ? | 0.4% | -1.1% | 19.3
COc1cc2c(cc1OC)CN(S(=O)(=O)/C=C/c1ccccc1)CC2 | ? | 5.0% | 24.5% | -9.8% | -3.0% | -2.2% | 0.0% | -3.5% | nt | 0.2% | -5.3
S=C(NCc1ccco1)N1CCN(c2ccccc2Cl)CC1 | 7.7% | -35.8% | -2.3% | 6.4% | -1.3% | 3.5% | 0.8% | -9.0% | -20.3% | 13.9% | 0.4
O=C(CN1C(=O)NC2(CCCCCC2)C1=O)Nc1ccc(S(=O)(=O)N2CCOCC2)cc1 | 7.2% | -1.4% | -1.4% | 2.5% | -3.4% | -9.9% | -0.4% | -0.1% | -6.3% | 12.1% | -7.4
CN(C)CCCOc1nn(Cc2ccccc2)c2ccccc12 | 22.4% | -19.1% | -2.4% | 7.3% | 10.8% | -10.3% | -1.3% | -5.6% | -2.2% | -28.5% | 0.5
CN(CC(=O)Nc1ccccc1Br)C(=O)c1cc(Cl)nc2ccccc12 | -1.5% | nt | 1.4% | nt | -3.5% | nt | 5.6% | 1.3% | nt | nt | -4.1
COc1ccc(C)cc1NC(=O)C1CCN(S(=O)(=O)c2c(C)noc2C)CC1 | -4.6% | -0.3% | 8.6% | -6.5% | -2.0% | 6.0% | 4.6% | 2.2% | nt | 36.6%[activator] | -1.6
COC(=O)c1c(C)[nH]c(C(=O)C(C)OC(=O)c2cnc(C)cn2)c1C (centres undefined) | 21.7% | nt | 5.0% | nt | -0.9% | nt | 3.7% | -8.2% | nt | nt | -21.1
CCOc1ccc(S(=O)(=O)N(C)c2ccc(OCC(=O)N3c4ccc(C)cc4C4CN(C)CCC43)cc2)cc1 (centres undefined) | -10.7% | -1.0% | -2.0% | -8.6% | -6.2% | -6.2% | -1.5% | 4.6% | -0.2% | -12.3% | -29.5
O=C1CC(N2CCN(c3ccc(S(=O)(=O)N4CCOCC4)cc3)CC2)C(=O)N1Cc1ccccc1 (centres undefined) | ? | -6.4% | 0.1% | 5.0% | -2.7% | -2.6% | -1.2% | -1.0% | 4.0% | -1.3% | -8.7
Cc1ccc(NC(=S)Nc2ccccn2)cc1C | ? | 0.708µM* | -5.1% | 3.16µM* | 18.2% | -6.4% | 16.9µM* | ? | -17.6% | nt | -13.4
O=c1cc(N2CCc3ccccc3C2)[nH]c(=O)n1-c1ccc(Cl)cc1 | ? | 4.8% | 3.6% | -3.3% | 3.0% | 6.2% | 2.6% | 1.4% | 2.6% | 6.4% | -27.0
CCC(C)(C)NC(=O)C(c1ccccc1Cl)N(C(=O)CCC(=O)Nc1cc(C)on1)C1CC1 (centres undefined) | -15.9% | 21.2% | -1.7% | -12.7% | 1.1% | -1.8% | 2.2% | 0.0% | 0.4% | -21.7% | 5.7
CCc1ccccc1N1CSC2=C(C#N)C(c3cc(OC)c(OC)cc3OC)CC(=O)N2C1 (centres undefined) | ? | ? | -0.4% | -9.2% | 1.9% | 13.1% | ? | 8.7% | 0.4% | ? | 5.7
NC(=NCCc1c[nH]c2ccccc12)NS(=O)(=O)c1cc(F)ccc1F | 2.1% | 22.6% | -4.9% | -6.3% | -0.7% | -5.4% | 3.5% | 0.1% | 8.4% | 10.0% | 22.3
Cc1ccc(OCC(=O)N(Cc2ccc(C)o2)C2CCS(=O)(=O)C2)cc1 (centres undefined) | 3.2% | -1.8% | 16.1% | -7.6% | -4.1% | 3.4% | -0.8% | -1.2% | 24.5% | -8.7% | 3.1
CCOC(=O)C1=C2SCC(=O)N2C(N)=C(C#N)C1 | -0.5% | -32.4% | -1.9% | -2.8% | -2.8% | -2.3% | 1.2% | 7.8% | -1.1% | ? | 2.0
COc1ccccc1NC(=O)c1cccc(NC(=O)c2ccco2)c1 | ? | 29.3% | 2.9% | -3.0% | -3.3% | 4.5% | ? | -2.6% | 5.3% | 2.1% | -10.0
(listing goes on)
SMILES | ELG1 DNA repair | RORg inh | Mito fusion yeast | VP16 counter | NPC1 prom act | MBNL1-CUG inh | FLuc counter | Rab9 promoter act | PKM2 activator | Menin MLL FP TR | KCNH2 3.1 inh
O=C(Cc1ccc(F)cc1)OCn1nnc2ccccc2c1=O | -1.3% | 9.4% | -1.4% | -2.8% | -0.9% | 9.0% | -3.3% | 2.2% | 3.6% | nt | -1.0
COc1cc(CC(=O)OC2CCOC2=O)cc(OC)c1OC (centres undefined) | 2.2% | -0.7% | -3.1% | -11.2% | -0.3% | -7.9% | -1.7% | 4.6% | 5.1% | -4.7% | 7.4
COc1cccc(/C=N/n2c(N)c(S(=O)(=O)c3cccs3)c3nc4ccccc4nc32)c1OC | ? | -11.9% | 1.6% | -1.7% | -6.9% | -3.9% | 2.1% | 1.1% | -1.0% | ? | -15.6
O=S(=O)(c1ccc(F)cc1)N1CCN(Cc2cc3c(cc2Br)OCCO3)CC1 | 0.0% | nt | 5.1% | nt | -0.9% | nt | 5.0% | -7.5% | nt | nt | -12.6
CCOC(=O)c1c(C)[nH]c(C(=O)OCC(=O)N(C)c2c(N)n(Cc3ccccc3)c(=O)[nH]c2=O)c1C | 1.9% | nt | -1.5% | nt | -4.3% | nt | -1.4% | 2.6% | nt | nt | 21.7
CCOC(=O)c1[nH]c(C)c(C(=O)Nc2ccc(C)cc2C)c1C | -1.7% | ? | 6.7% | -17.0% | -31.8%[inhibitor] | -10.7% | 2.2% | -23.3% | -10.7% | -13.3% | -1.5
O=S(=O)(Cc1noc(-c2ccc(OC(F)(F)F)cc2)n1)c1ccc(F)cc1 | -26.4% | ? | -1.1% | -0.7% | -0.8% | nt | -13.1% | 10.0% | 0.2% | nt | 0.6
CCOc1ccc(C(=O)N2CCCC2)cc1OC | 23.3% | -14.9% | 5.3% | -5.0% | -0.6% | -6.4% | 12.3% | -3.4% | 7.9% | -3.5% | 11.3
